ERAP1 HTS inh – ERAP1 (human) enzyme inhibition | actives 0.15% (n = 340,000) | inhibition, % at 10.7 µM | recombinant ERAP1, Leu-AMC fluorescence, 60 min | AID 652197;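 active = mean replicate inhibition of at least 30%, or all replicates individually reaching that 30% level; inactive = mean below 30% and not every replicate reaching it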;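 note: 0% = neutral control wells and 100% = L-leucinethiol positive control wells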
Target sequence (Q9NZ08 whole entry, looked up): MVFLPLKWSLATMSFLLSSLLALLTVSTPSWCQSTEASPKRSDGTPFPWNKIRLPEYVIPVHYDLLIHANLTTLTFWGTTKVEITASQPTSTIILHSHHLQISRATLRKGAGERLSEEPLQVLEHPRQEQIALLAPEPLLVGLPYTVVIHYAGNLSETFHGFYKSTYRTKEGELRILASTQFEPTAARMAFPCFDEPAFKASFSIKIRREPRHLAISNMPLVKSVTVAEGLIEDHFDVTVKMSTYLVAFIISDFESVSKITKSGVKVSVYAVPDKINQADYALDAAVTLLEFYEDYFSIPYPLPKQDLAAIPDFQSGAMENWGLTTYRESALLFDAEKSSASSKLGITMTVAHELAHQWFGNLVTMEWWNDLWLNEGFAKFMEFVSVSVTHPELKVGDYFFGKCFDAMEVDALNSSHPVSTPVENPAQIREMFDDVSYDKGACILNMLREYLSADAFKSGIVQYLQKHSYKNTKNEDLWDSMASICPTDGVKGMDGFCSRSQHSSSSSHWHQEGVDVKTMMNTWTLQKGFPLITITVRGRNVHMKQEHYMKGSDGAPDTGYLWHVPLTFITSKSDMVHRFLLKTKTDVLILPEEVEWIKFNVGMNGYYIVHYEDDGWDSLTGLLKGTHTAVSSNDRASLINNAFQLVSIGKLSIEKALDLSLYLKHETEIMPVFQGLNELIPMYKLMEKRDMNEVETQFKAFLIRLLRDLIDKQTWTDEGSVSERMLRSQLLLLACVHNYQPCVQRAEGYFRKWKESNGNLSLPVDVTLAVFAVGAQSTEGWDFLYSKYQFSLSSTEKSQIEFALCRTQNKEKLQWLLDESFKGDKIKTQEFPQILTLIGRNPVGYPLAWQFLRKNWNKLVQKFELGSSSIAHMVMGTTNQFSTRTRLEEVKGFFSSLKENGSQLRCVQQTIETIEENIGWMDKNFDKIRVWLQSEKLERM
FN deposit inh – fibronectin deposition inhibition; AID 743247; inhibition, % at 12.6 µM; AH1F fibroblasts, Alexa488-fibronectin deposition fluorescence, overnight; actives 0.086% (n = 350,000);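 active = mean inhibition across replicates of 30% or more, regardless of how many single replicates reach that level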;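 note: positive control wells lacked labelled fibronectin entirely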
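Material: AH1F fibroblasts assembling fluorescent fibronectin matrix; amount: 10000 AH1F cells/well; medium: DMEM, 2% serum; reagent: Alexa488-fibronectin, 24 nM final in well; dosing: single compound dose, delivered by pin transfer; incubation: 1 h adhesion, overnight exposure; detection: fluorescence after three HBSS washes, excitation 485 nm, emission 525 nm; measure: fibronectin deposition inhibition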
S100A4 inh HTS – blocks human S100A4 binding to myosin IIA peptide. S100A4/TAMRA-MyoIIA peptide fluorescence polarization. P26447. actives 0.14% (n = 360,000). inhibition, % at 10.7 µM. AID 652163;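 active = mean inhibition of at least 70% across replicates, with every replicate also reaching that level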
Target sequence (P26447 whole entry, looked up): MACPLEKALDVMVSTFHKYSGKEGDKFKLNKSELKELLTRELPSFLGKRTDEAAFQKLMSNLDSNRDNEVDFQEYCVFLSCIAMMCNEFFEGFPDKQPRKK
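Test system – S100A4 monomer (human) · Compound – single-point compound testing · Schedule – 5 min incubation before reading · Probe or stimulus – TAMRA-labelled myosin IIA heavy-chain peptide probe, 5 nM · Benchmarks – neutral control DMSO, positive control TFP · Medium – Calcium-containing HEPES buffer, pH 7.2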
PglD DTNB – inhibitors of Campylobacter jejuni PglD acetyltransferase. AID 602405. actives 0.098% (n = 360,000). purified PglD enzyme, DTNB colorimetric CoA detection. inhibition, % at 12.5 µM; in the data active = inhibition above about 16%, passing the limit was not always enough; note: strong numbers were not always called active
LGR2 antag – blocks bursicon-induced cAMP signaling via Drosophila LGR2 | HEK293 LGR2, CRE-luciferase, bursicon-stimulated, 4 h | inhibition, % at 9.99 µM | actives 0.35% (n = 380,000);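 active = drop in luminescence signal, shown as inhibition above about 50% in the replicate tests, limit read from the data, passing the limit was not always enough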;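 note: agonist challenge used bursicon conditioned medium at about half maximal strength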
EWS-Fli inh – EWS/Fli transcriptional activity inhibition; A673 NR0B1-luciferase reporter, viability-normalised; inhibition, % at 12.6 µM; actives 0.67% (n = 350,000); AID 651661;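 active = mean inhibition of at least 50% after viability correction, with every replicate also passing that limit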;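 note: firefly luciferase signal divided by Alamar Blue viability fluorescence both relative to DMSO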
PGC1a acetyl inh – lowers PGC1a acetylation signal in U2OS cells. AlphaScreen anti-acetyl-lysine; with virally co-expressed GCN5 acetyltransferase. inhibition, % at 15.6 µM. actives 0.17% (n = 350,000);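 active = every replicate shows inhibition of at least 40%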;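 note: 0% = neutral control wells and 100% = positive control wells; some results beyond the cut were filed as inactive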
PAX8 reporter – inhibitors of PAX8 transcriptional activity in RMG-I cells; RMG-I TPO-luciferase reporter, SteadyGlo, 24 h; inhibition, % at 12.6 µM; actives 1.2% (n = 360,000);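 active = mean replicate inhibition at least 60% with every replicate also reaching 60%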;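 note: luciferase light reporting Pax8 driven TPO promoter activity; plate controls were median of neutral control wells for no effect and mitoxantrone controls for full effect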
Active calls of the source: *; / = no result given; & = joins results of further samples.

No.	Structure	ERAP1 HTS inh	FN deposit inh	S100A4 inh HTS	PglD DTNB
1	COc1ccc(-c2csc(C(C)(NC(C)=O)c3ccccc3)n2)cn1 (centres undefined)	3	-1	3	4
2	C[C@@H]1CN([C@@H](C)CO)S(=O)(=O)c2ccc(-c3cncnc3)cc2O[C@H]1CN(C)Cc1cccnc1	-1	/	-8	2
3	Cc1c2c([n+]3n1CCC3)CC(C)(C)CC2=O	-3	/	-3	-4
4	COc1cc(C(=O)NCC(=O)N/N=C(/C)c2ccc3c(c2)CCCC3)cc(OC)c1OC	-2	5	-4	-8
5	COc1cccc(CNc2ccc(S(=O)(=O)N3CCCC3)cn2)c1	2	3	3	1
6	COc1cc(/C=C/C(=O)OCC(=O)NCCCc2ccccc2)ccc1O	6	6	-3	-6
7	Cc1ccc(N2C(=O)C3C4C=CC(CNC(=S)N5CCN(c6ccccn6)CC5)(O4)C3C2=O)cc1 (centres undefined)	15	8	-5	/
8	O=C(COC(=O)C1=COCCO1)Nc1ccc2c(c1)OCO2	/	-2	/	-12
9	O=c1/c(=C\c2cccn2-c2ccccc2)sc2nc3ccccc3n12	/	-9	/	-3
10	O=C(Nc1ccc(C(=O)O)cc1)/C(=C\C=C\c1ccccc1)NC(=O)c1ccc(Br)cc1	1	4	-4	-1
11	CS(=O)(=O)c1ccc(-c2nnn(CC(N)=O)n2)cc1	1	/	1	-1
12	Cc1ccccc1OCC(=O)OCC(=O)c1c[nH]c2ccccc12	-2	4	-3	-4
13	CCOC(=O)C1=C(COC(=O)[C@H](C)NS(=O)(=O)c2ccccc2F)NC(=O)NC1C (some centres undefined)	1	1	0	-2
14	C[C@@H]1CN([C@@H](C)CO)C(=O)Cc2cc(NC(=O)Nc3ccccc3)ccc2O[C@@H]1CN(C)Cc1ccncc1	/	/	/	2
15	C[C@H](CO)N1C[C@H](C)[C@H](CN(C)C(=O)Nc2ccc(C(F)(F)F)cc2)Oc2c(cccc2N(C)C)C1=O	5	/	4	3

No.	LGR2 antag	EWS-Fli inh	PGC1a acetyl inh	PAX8 reporter
1	-12	-4	/	-5
2	1	0	14	/
3	-14	4	8	/
4	-7	-2	2	7
5	-9	5	-1	-7
6	2	19	/	10
7	-4	-4	-18	8
8	/	/	-15	-21
9	/	/	-4	-141
10	-15	6	17	-6
11	2	1	/	8
12	-6	8	6	18
13	23	-4	/	-7
14	-15	-16	2	12
15	12	-6	16	6

Nine of the compounds above, tab-delimited.
nr	SMILES	ERAP1 HTS inh	FN deposit inh	S100A4 inh HTS	PglD DTNB	LGR2 antag	EWS-Fli inh	PGC1a acetyl inh	PAX8 reporter
1	COc1ccc(-c2csc(C(C)(NC(C)=O)c3ccccc3)n2)cn1 (centres undefined)	3	-1	3	4	-12	-4	/	-5
2	C[C@@H]1CN([C@@H](C)CO)S(=O)(=O)c2ccc(-c3cncnc3)cc2O[C@H]1CN(C)Cc1cccnc1	-1	/	-8	2	1	0	14	/
3	Cc1c2c([n+]3n1CCC3)CC(C)(C)CC2=O	-3	/	-3	-4	-14	4	8	/
4	COc1cc(C(=O)NCC(=O)N/N=C(/C)c2ccc3c(c2)CCCC3)cc(OC)c1OC	-2	5	-4	-8	-7	-2	2	7
5	COc1cccc(CNc2ccc(S(=O)(=O)N3CCCC3)cn2)c1	2	3	3	1	-9	5	-1	-7
6	COc1cc(/C=C/C(=O)OCC(=O)NCCCc2ccccc2)ccc1O	6	6	-3	-6	2	19	/	10
7	Cc1ccc(N2C(=O)C3C4C=CC(CNC(=S)N5CCN(c6ccccn6)CC5)(O4)C3C2=O)cc1 (centres undefined)	15	8	-5	/	-4	-4	-18	8
8	O=C(COC(=O)C1=COCCO1)Nc1ccc2c(c1)OCO2	/	-2	/	-12	/	/	-15	-21
9	O=c1/c(=C\c2cccn2-c2ccccc2)sc2nc3ccccc3n12	/	-9	/	-3	/	/	-4	-141

Next structures.
No.	Structure	ERAP1 HTS inh	FN deposit inh	S100A4 inh HTS	PglD DTNB
16	Cc1cccc(S(=O)(=O)N(C)C[C@@H]2OCc3ccccc3-c3ccccc3C(=O)N([C@@H](C)CO)C[C@@H]2C)c1	-1	11	0	1
17	O=C(Nc1cc([N+](=O)[O-])ccc1Cl)C(Sc1ccccc1)c1ccccc1 (centres undefined)	8	/	-4	/
18	Cc1cc(NC(=O)CCCC(=O)N(c2ccccc2)C(C(=O)NC2CCCCC2)c2cccs2)no1 (centres undefined)	/	-1	/	1
19	O=[N+]([O-])c1ccc(NN=C(Oc2ccccc2)c2ccc([N+](=O)[O-])cc2)cc1	2	-1	2	2
20	COc1ccc(CNS(=O)(=O)CCNC(=O)c2ccccc2)cc1	2	1	-9	/
21	CCCn1c(C)cc(C(=O)CSc2nc3ccccc3c(=O)n2Cc2ccco2)c1C	-2	2	1	-14
22	CCC(=O)Nc1ccc2c(c1)C(=O)N(C)C[C@H](OC)[C@H](C)CN(Cc1nccs1)[C@@H](C)CO2	/	-2	/	/
23	CCOc1ccccc1C(=O)Nc1ccc(-n2nncc2C(C)(C)C)cc1	-1	5	-4	4
24	CC(=O)Nc1ccc(S(=O)(=O)NCCC(=O)Nc2ccc(C)c(F)c2)cc1	-3	-2	3	10
25	COc1ccc(N2CCN(c3nc(=S)n(-c4ccccc4)c(C)c3C(C)=O)CC2)cc1	2	/	-7	2
26	CN1CCN(CC(=O)Nc2sc3c(c2C(=O)Nc2ccccc2)CCCC3)CC1	17	/	1	0
27	C[C@@H]1CN([C@@H](C)CO)C(=O)c2cccc(NC(=O)C3CC3)c2O[C@H]1CN(C)Cc1ccc2c(c1)OCO2	2	/	2	0
28	Cc1cc(C)cc(OCC(=O)NCc2cc(C)nc3ccccc23)c1	-3	-2	3	-4
29	C/C(=N\NC(=O)CNc1cccc(Cl)c1C)C1CC1	-6	15	2	/
30	C[C@H]1CCCCO[C@H](CN(C)Cc2ccc(C(=O)O)cc2)[C@@H](C)CN([C@@H](C)CO)C(=O)c2cc(NS(=O)(=O)c3ccc(Cl)cc3)ccc2O1	1	1	-20	-2

No.	LGR2 antag	EWS-Fli inh	PGC1a acetyl inh	PAX8 reporter
16	6	11	-7	/
17	13	32	/	16
18	/	/	0	6
19	-19	-16	-1	-25
20	11	-6	/	13
21	/	-135	/	-95
22	9	10	15	/
23	19	2	4	16
24	-9	-6	/	16
25	7	/	11	/
26	9	11	-1	-1
27	7	1	-10	/
28	-3	4	7	1
29	-8	1	1	-3
30	9	2	6	-9

The results go on.
No.	Structure	ERAP1 HTS inh	FN deposit inh	S100A4 inh HTS	PglD DTNB
31	COc1ccc2c3c(n(C)c2c1)[C@H](CO)N(C(=O)Cc1ccccn1)CC31CCN(CC2CC2)CC1	-1	/	5	/
32	CCCCN1C(=O)C(CC(=O)NCC2CCCCC2)CC(C(=O)N2CCCCCC2)=C1C (centres undefined)	1	-2	0	/
33	O=C(CN1CCC(C(=O)c2cccc(Cl)c2)CC1)Nc1cccc(C(=O)O)c1	-20	/	2	/
34	O=[N+]([O-])c1ccc2nc(-c3ccccc3)n(OCc3ccc(Cl)cc3)c2c1	-1	/	6	-2
35	COc1ccc(S(=O)(=O)N(C)C[C@@H]2OCCCC[C@@H](C)Oc3ccc(N(C)C)cc3C(=O)N([C@@H](C)CO)C[C@H]2C)cc1	-6	/	2	8
36	Cc1ccsc1C(=O)N1CCCC(C(=O)c2cc(F)ccc2F)C1 (centres undefined)	1	6	0	8
37	COc1ccccc1-c1ccc2c(c1)O[C@@H](CN(C)C(C)=O)[C@@H](C)CN([C@@H](C)CO)S2(=O)=O	0	-2	-1	-4
38	N#Cc1cccc(S(=O)(=O)NCC(=O)OCC(=O)NCc2ccccc2)c1	0	-14	-4	-2
39	CCC(=O)N[C@@H]1CC[C@@H](CCNS(=O)(=O)c2ccc(Cl)cc2)O[C@@H]1CO	-9	/	49	-2
40	Cc1noc(C)c1S(=O)(=O)N(Cc1ccccc1)C(C)C	-2	-1	-2	-5
41	C[C@@H](NC(=O)C[C@@H]1C=C[C@H](NC(=O)CN2CCOCC2)[C@H](CO)O1)c1ccccc1	11	-21	-1	-3
42	O=C(c1cn(-c2ccccc2)nc1-c1cccs1)N1CCN(c2ccccn2)CC1	/	2	/	3
43	O=C(N/N=C\c1ccccn1)c1cccc(C(=O)N/N=C\c2ccccn2)n1	/	2	4	/
44	Cc1sc2ncnc(OCC(=O)N3CC(=O)Nc4ccccc43)c2c1C	5	/	4	2
45	CN(C)CCn1c(=O)n(-c2ccc(F)cc2)c(=O)c2c3c(sc21)CCCCC3	6	0	2	/

No.	LGR2 antag	EWS-Fli inh	PGC1a acetyl inh	PAX8 reporter
31	-1	-17	/	-2
32	8	0	/	5
33	-10	2	/	-6
34	/	/	-2	/
35	9	-2	-24	49
36	6	-3	-9	5
37	-17	-8	-1	/
38	1	-4	/	-1
39	-4	4	8	4
40	2	0	-14	-12
41	20	8	-3	-7
42	/	/	-1	-13
43	-1	8	/	2
44	22	12	-7	21
45	3	15	/	23

Following part:
No.	Structure	ERAP1 HTS inh	FN deposit inh	S100A4 inh HTS	PglD DTNB
46	C[C@H]1CN([C@@H](C)CO)C(=O)CCCn2nncc2CO[C@H]1CN(C)S(=O)(=O)c1cccc(C#N)c1	-1&-1	-5&6	-3&-2	1&-3
47	CSc1ccc(CN2CCN(C(=O)CC(C)C)CC2)cc1	1	8	-5	-9
48	CCOc1cc(NC(=O)c2ccco2)c(OCC)cc1NC(=O)c1cc(OC)c(OC)c(OC)c1	/	-12	/	-2
49	O=C(CN1CCOCC1)NCC[C@H]1CC[C@H](NC(=O)Cc2ccccn2)[C@@H](CO)O1	2	-8	-2	2
50	O=C(Cc1cccc(NC(=O)C2CCN(C(=O)C3CCCC3)CC2)c1)Nc1cccc(C(=O)N2CCOCC2)c1	-1	-2	0	-13
51	CN1/C(=C\C(=O)c2cccc([N+](=O)[O-])c2)Sc2ccccc21	3	7	29	-2
52	O=C(NCC1CCCN1S(=O)(=O)c1cccs1)c1cccc(F)c1 (centres undefined)	4	4	-10	/
53	O=C(NN1C(=O)NC2(CCCCC2)C1=O)c1ccc(-c2ccccc2Cl)o1	1	4	-4	2
54	Cc1cc(C)c(S(=O)(=O)NCc2cccnc2)cc1C	-2	2	1	-3
55	Cn1c(NCc2cc(Br)ccc2O)nc2ccccc21	/	18	/	1
56	CCOC(=O)c1ccccc1N/C=C/C(=O)c1cccs1	-1	8	-1	/
57	COc1cc(CN2CCN(c3ccccc3F)CC2)c([N+](=O)[O-])cc1OC	-4	8	2	/

No.	LGR2 antag	EWS-Fli inh	PGC1a acetyl inh	PAX8 reporter
46	-9	-2&-3	-6&-4	3&17
47	2	-1	8	-1
48	/	/	-8	39
49	-20	-5	10	0
50	-10	2	-5	-3
51	-59	-68	/	-143
52	6	1	/	6
53	-23	-11	/	-8
54	-11	7	1	-12
55	/	/	6	-42
56	-46	-52	/	34
57	-20	-8	-12	3
